Anthrax LF inh2: anthrax lethal factor protease inhibition; P15917; multiplex microsphere protease cleavage assay, LF; inhibition, % at 10 µM; hit rate 0.12% among 360,000; AID 588501; also: plate controls were buffer without enzyme for full effect and enzyme alone for no effect
BoNT F protease: inhibitors of Botulinum neurotoxin F light chain protease | inhibition, % at 10 µM | Multiplex microsphere protease cleavage assay, flow cytometry | hit rate 0.22% among 360,000; in the data active = inhibition above about 35%, passing the limit was not always enough; inconclusive = no clear call, values can overlap the other calls; also: plate controls were buffer without enzyme for full effect and enzyme alone for no effect
SSB-PriA inh: inhibitors of Klebsiella pneumoniae PriA binding to SSB C-terminal tail. AlphaScreen SSBct-PriA binding, biotinylated peptide. inhibition, % at 33 µM. hit rate 0.6% among 430,000. AID 1272365; in the data active = inhibition mostly above about 37%, no sharp cut-off; inactive = mostly below about 20%;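 also: plate controls were negative control peptide for no effect and reference peptide for full effect; strong numbers were not always called active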
PrPC surface inh: reduces human prion protein on the cell surface; cell surface PrPC, TR-FRET read-out; inhibition, % at 13.8 µM; hit rate 0.43% among 370,000; AID 720596; in the data active = inhibition above about 24%; also: 0% = median of the test wells and 100% = reference compound wells
VHR inh abs: blocks human VHR1 dual specificity phosphatase; recombinant VHR phosphatase, pNPP absorbance; hit rate 0.52% among 290,000; P51452; inhibition, % at 13.3 µM; in the data active = inhibition above about 50%; also: some compounds called inactive have numbers as strong as hits
Target sequence (P51452 whole entry, looked up): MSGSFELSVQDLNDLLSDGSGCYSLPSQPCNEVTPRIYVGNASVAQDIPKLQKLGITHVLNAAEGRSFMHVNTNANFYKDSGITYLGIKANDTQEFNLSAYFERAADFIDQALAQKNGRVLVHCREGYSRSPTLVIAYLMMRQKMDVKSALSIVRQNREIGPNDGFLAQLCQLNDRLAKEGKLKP
BoNT-A LC inh2: inhibitors of Botulinum neurotoxin A light chain protease | multiplex microsphere protease substrate cleavage, flow cytometry | inhibition, % at 10 µM | hit rate 0.17% among 360,000; also: plate controls were buffer without enzyme for full effect and enzyme alone for no effect
SARS 3CLpro inh: SARS-CoV 3CLpro protease inhibition | recombinant SARS-CoV 3CLpro, quenched FRET peptide cleavage | inhibition, % at 6 µM | hit rate 0.14% among 290,000; in the data active = inhibition above about 12%
CCHF vOTU inh: blocks the CCHF virus ovarian tumor domain protease | AID 651958 | inhibition, % at 11.5 µM | CCHFV vOTU protease, Pep-AMC fluorescence | hit rate 0.55% among 370,000; in the data active = inhibition above about 30%; also: 0% = vehicle wells with enzyme and 100% = no enzyme wells
Rv3671c inh: inhibitors of M. tuberculosis serine protease Rv3671c; inhibition, % at 5.96 µM; P9WHR9; AID 2606; hit rate 0.048% among 320,000; in the data active = inhibition above about 38%;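 also: extracellular domain of Rv3671c used as enzyme; 0% = enzyme with DMSO and 100% = no enzyme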
Target sequence (P9WHR9 whole entry, looked up, the tested form may be a part): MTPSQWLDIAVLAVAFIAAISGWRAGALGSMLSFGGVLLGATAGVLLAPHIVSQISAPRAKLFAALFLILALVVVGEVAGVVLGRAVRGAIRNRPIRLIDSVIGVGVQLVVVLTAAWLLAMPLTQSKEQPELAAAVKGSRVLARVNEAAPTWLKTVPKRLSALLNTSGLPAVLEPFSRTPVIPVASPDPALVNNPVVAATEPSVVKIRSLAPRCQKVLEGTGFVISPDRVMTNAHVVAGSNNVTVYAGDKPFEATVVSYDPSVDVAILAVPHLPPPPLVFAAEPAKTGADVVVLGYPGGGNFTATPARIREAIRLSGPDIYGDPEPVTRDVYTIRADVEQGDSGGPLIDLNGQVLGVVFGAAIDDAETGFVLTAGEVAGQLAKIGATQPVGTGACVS
MazF activator: activators of E. coli MazEF toxin-antitoxin RNase; P0AE70; FAM/BHQ RNA-DNA oligo cleavage fluorescence, 5 h; activation, % at 20 µM; hit rate 0.32% among 350,000; AID 504720; in the data active = activation above about 50%
Target sequence (P0AE70 whole entry, looked up): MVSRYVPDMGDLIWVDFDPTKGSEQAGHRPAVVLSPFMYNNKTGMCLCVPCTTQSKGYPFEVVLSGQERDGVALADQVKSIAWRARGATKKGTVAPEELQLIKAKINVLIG
* hit, by the source's call; u = inconclusive; x = no result given. Rule as the data show it, unless noted: active = inhibition above about 30%; inconclusive = no clear call, values can overlap the other calls; inactive = below that. Not all compounds are listed; the hit share may differ from the screen's.

SMILES	Anthrax LF inh2	BoNT F protease	SSB-PriA inh	PrPC surface inh	VHR inh abs	BoNT-A LC inh2	SARS 3CLpro inh	CCHF vOTU inh	Rv3671c inh	MazF activator
c1cnc2c(OCc3nc4ccccc4[nH]3)cccc2c1	-2	-11	-1	-9	32	-1.1	1	-3	-3	0
Cc1ccc(NC(=O)CN(C)C(=O)COc2c(Cl)cc(Cl)c3ccc(C)nc23)cc1	1	-5	-19	-8	-1	-0.7	0	4	-2	-2
Nc1ncc(Br)cc1S(=O)(=O)NCCC(=O)N1CCN(c2ncccn2)CC1	-5	-4	-10	2	28	-0.7	0	-13	6	0
CCN(CC)c1ccc(/C=N/NC(=O)c2cccc(S(=O)(=O)Nc3ccccc3OC)c2)cc1	1	-2	x	12	26	0.7	-2	6	3	-12
O=C(COC(=O)c1cc(=O)c2ccccc2o1)NC1CCCC1	1	2	-2	-5	9	-0.2	-3	-4	-8	6
CC1CN(C(=O)c2cccc(S(=O)(=O)Nc3ccc(Cl)cc3)c2)CC(C)O1 (centres undefined)	-8	-4	2	10	18	-0.3	-1	2	9	0
CC1CN(C(=O)c2ccccc2Sc2ccccc2C#N)CC(C)O1 (centres undefined)	-2	14	-11	8	20	0.8	8	9	1	-1
CNC(=O)N(O)C1N(/N=C/c2ccc(N(C)C)cc2)C(=S)SC1(C)C (centres undefined)	8	u	x	7	0	-0.9	-4	12	-6	5
COc1ccc(CCNc2nc3c(c(=O)n(C)c(=O)n3C)n2C)cc1OC	-7	8	-7	-5	-2	-0.4	-6	-6	-1	15
Cc1ccc(C(C)NC(=O)c2cc3cc(Br)ccc3oc2=N)cc1 (centres undefined)	4	0	0	-3	6	0.0	5	14	0	-4
O=C(CCl)Nc1cccc(S(=O)(=O)NC2=NCCC2)c1	-12	2	0	-5	9	-0.7	1	0	-8	10
O=C(CSc1ccc(Cl)cc1)Nc1ccc(N2CCN(c3ccccc3)CC2)c(F)c1	1	-8	12	-1	16	-0.1	3	5	10	0
COc1cccc(C(=O)Nc2cccc(NC(=O)c3cccs3)c2)c1	-2	-7	-11	0	-8	-1.9	0	-4	-18	21
COc1ccc(S(=O)(=O)c2snnc2C)cc1	-6	-30	2	-5	26	-2.1	-5	-6	5	7
COC(=O)C(Cc1ccc(O)cc1)NC(=O)CCc1nc2ccccc2s1 (centres undefined)	-3	-2	1	-2	-36	0.9	2	10	-3	7
COc1ccc(CC(=O)N2CCc3ccccc3C2)cc1	-7	-13	0	4	-20	-2.3	3	6	x	0
CCOc1ccc(NC(=O)C(CC)n2nc(C)c3c(C)n(-c4ccccc4)nc3c2=O)cc1 (centres undefined)	0	2	-11	1	-12	0.1	3	13	11	13
O=C(NC(=S)NC1CCSC1=O)c1ccccc1F (centres undefined)	6	19	6	-1	-4	1.6	1	-15	3	-5
CCOC1=C2CN(S(=O)(=O)c3ccc(C)cc3)[C@H](c3ccccc3)C[C@H]2[C@H]2C(=O)N(c3ccccc3)C(=O)[C@H]2C1	-6	3	x	1	x	-0.7	x	-4	x	x
O=C(CCNC(=O)c1ccco1)Nc1ccc(Cl)cc1F	-1	4	-7	7	11	0.5	-1	-4	-14	11
NNC(=O)CC1=NNC(=O)C1	-9	-2	-3	4	x	-0.1	x	-7	x	13
COc1ccc(S(=O)(=O)N2CCOC2CNC(=O)C(=O)NCCc2ccccc2)cc1OC (centres undefined)	8	5	2	-10	13	0.9	-2	6	2	10
COc1ccc(OC)c(NC(=O)CC2C(=O)NCCN2C(=O)Nc2cccc(Cl)c2)c1 (centres undefined)	-2	14	14	5	12	1.7	8	1	-18	-8
CN(C)CCn1c(NCc2ccc3c(c2)OCO3)nc2ccccc21	6	u	0	-11	1	-0.7	-3	-13	x	3
COc1ccc(CC(=O)Nc2cccc(-c3cn4ccccc4n3)c2)cc1	2	-2	-4	12	11	-0.2	-7	4	-16	8
COc1ccccc1NC(=O)N1CCCC(C(=O)Nc2cccc(C)c2C)C1 (centres undefined)	3	1	-5	5	14	0.6	3	-9	-7	-3
CCC(=O)N1CCC1(C)C(=O)Nc1cc(-c2ccccc2)nn1C (centres undefined)	5	3	x	3	x	-0.2	x	8	x	x
COc1cc(S(=O)(=O)NCc2ccccc2)ccc1-n1cnnn1	-1	2	-6	-2	17	0.0	2	2	9	-3
Cn1ncc2c(NNC(=O)c3ccc(Cl)c(Cl)c3)ncnc21	-2	-7	0	8	-4	-0.8	-4	-9	11	2
Cn1nc(C(=O)OCC(=O)Nc2ccc(SC(F)F)cc2)c2ccccc2c1=O	-13	-1	-8	1	x	0.4	x	2	-11	-21
Cc1ccc(N(Cc2ccccc2)C(=O)c2cccc(S(=O)(=O)N3CCN(C)CC3)c2)cc1	-3	u	9	-6	x	-3.8	x	-6	-10	0
C=CCNC(=O)CN1c2cccc3cccc(c23)S1(=O)=O	-1	2	-31	-6	-2	0.5	3	-21	3	5
CN(C)CCCN1C(=O)CSC1c1ccc([N+](=O)[O-])cc1 (centres undefined)	-4	-6	8	-7	14	-0.4	0	6	-1	-12
Cc1nc2nc(SCC(=O)NCCCN3CCCCC3)nn2c(C)c1Cc1ccccc1	-12	19	0	5	30	4.4	-1	5	-9	11
Oc1c(C(Nc2cccc(C(F)(F)F)c2)c2ccncc2)ccc2cccnc12 (centres undefined)	-7	-5	87	10	9	-0.8	0	-5	14	-15
Cc1cccnc1NCc1ccc(O)c2ncccc12	-5	-5	57*	-3	2	0.4	-3	-6	-1	4
COc1cc(C(O)c2nc3ccccc3n2C(C)C)cc(OC)c1OC (centres undefined)	-1	6	-6	6	44	-3.5	3	1	5	0
COc1ccccc1C(=O)NNC1=C(C(=O)C(F)(F)F)CCC1	0	-18	9	1	26	-1.4	-4	-7	5	-6
CN(CC(=O)Nc1ccccc1C(F)(F)F)C(=O)C1CCN(C(=O)c2ccc(Cl)cc2)CC1	-1	2	3	-2	x	-3.1	x	-8	-1	1
O=C(NNC(=O)c1ccccc1[N+](=O)[O-])c1ccccn1	-10	-2	-16	-10	11	-4.1	-5	5	4	4
Cc1cccc(C(=O)NCc2nnc(SCC(=O)N3CCN(c4ccccc4)CC3)n2C)c1	-4	5	1	6	x	-0.5	-7	-4	10	1
CCOc1ccccc1NC(=O)NNS(=O)(=O)c1cc(OC)ccc1OC	-5	-9	-1	0	23	-1.4	4	19	5	9
N#Cc1nc(-c2ccccc2F)oc1NC1CCCCC1	-4	-8	0	8	29	-1.3	-2	-58	-4	11
COC(=O)C1=C(CSc2nc3ccccc3o2)NC(=O)NC1c1cc(C)ccc1C (centres undefined)	-4	-10	-3	1	7	-0.5	-1	-1	-14	7
O=C1OC(c2ccc(Br)cc2)=N/C1=C\N1CCCCC1	0	0	-7	-6	35	-1.3	3	1	-13	6
C/C(=C\c1ccc2c(c1)OCO2)C(=O)c1c(C)cc(C)[nH]c1=O	-4	-1	-10	-9	11	-0.9	-1	-1	-4	-13
CC(=O)OCC1OC(OC(C)=O)C(NC(=O)c2cccnc2)C(OC(C)=O)C1OC(C)=O (centres undefined)	3	-5	1	2	-4	-0.4	7	-5	-7	7
O=C(N[C@@H](CCC/[N+]([O-])=C/c1ccccc1)C(=O)O)OCc1ccccc1	-3	-4	-7	-7	x	-0.2	x	5	x	8
COC(=O)c1cccc(NC(=O)Cc2ccc(OC)cc2)c1C	-3	-1	-13	4	-5	2.3	2	6	-5	2
CC(=O)Nc1cccc(NC(=O)CS(=O)(=O)c2cn(CC(=O)N3CCOCC3)c3ccccc23)c1	-12	-2	-2	-1	16	0.0	6	-5	10	6
Continuation.
SMILES	Anthrax LF inh2	BoNT F protease	SSB-PriA inh	PrPC surface inh	VHR inh abs	BoNT-A LC inh2	SARS 3CLpro inh	CCHF vOTU inh	Rv3671c inh	MazF activator
COCCc1ccc(OC2(C)CCN(Cc3cccn3-c3nccs3)C2)cc1 (centres undefined)	7	0	x	-7	x	-0.1	x	6	x	x
Cn1cc([N+](=O)[O-])c(C(=O)NC2CCCCCCC2)n1	3	3	x	-5	-8	2.9	6	3	1	x
COc1ccccc1-c1cnc(C(O)c2ccc(C)cc2C)[nH]1 (centres undefined)	-5	3	x	-3	x	-0.2	x	-3	x	x
CCn1ncc(S(=O)(=O)Nc2cccnc2)c1C	4	4	-9	4	26	-0.2	0	0	3	2
CCCCc1c(O)nc(SCC(=O)N2CCCCC2)n(-c2ccccc2C)c1=O	10	-2	-11	-2	31	-0.5	3	4	-5	6
O=C(O)Cc1ccc(NC(=O)c2ccc(NC(=O)c3ccco3)cc2)cc1	-4	0	2	2	4	0.3	4	-9	-10	6
Nc1c(C(=O)CSc2n[nH]c(-c3ccccc3)n2)c(=O)[nH]c(=O)n1C1CC1	-3	u	10	-3	x	-7.6	x	-4	x	-1
CCOC(=O)CSc1nnc2n1C(C)(C)Cc1ccccc1-2	-2	2	-5	3	35	0.7	4	2	6	0
Cc1ccc(C)c(NC(=O)CSc2nc3c(c(=O)n2C)SC(C)C3)c1 (centres undefined)	5	-12	-17	-4	-2	-0.2	-2	6	-4	6
O=C(Nc1nnc(C2CC2)s1)C1COc2ccccc2O1 (centres undefined)	-7	-10	-11	9	14	-0.2	-4	-10	-1	1
CCCCN1C(=O)c2ccccc2C1C(=O)NC1CCCC1 (centres undefined)	-1	2	-3	1	15	2.4	3	7	4	6
Fc1ccc(-c2nc3ccc(Cl)cn3c2Cc2cccc(F)c2)cc1	7	1	x	-6	x	2.1	x	15	x	x
CCOC(=S)SCc1cn2ccccc2n1	-4	-1	-12	-4	12	0.6	5	-8	-1	-2
CCOc1ccc(-n2c(N)c(C(=O)NCc3ccco3)sc2=S)cc1	-4	-14	24	-43	1	-0.7	0	19	1	3
CCOC(=O)C1CCCN(S(=O)(=O)Cc2ccccc2)C1 (centres undefined)	3	-8	-18	-3	-5	0.4	2	2	5	4
CCOc1ccc(-c2[nH]ncc2-c2ccccc2)c(O)c1	-2	-7	4	6	1	-4.0	6	14	-2	-29
O=S(=O)(Cc1ccc(Cl)cc1)NCc1ccc2c(c1)OCO2	2	0	-16	5	28	0.5	2	-8	4	2
COC(=O)c1sc(N2C(=O)C(O)=C(C(=O)c3ccc(C)o3)C2c2ccc(OC)c(OC)c2)nc1C (centres undefined)	-4	-1	-7	-3	4	-0.1	0	11	x	-5
CNc1cc([N+](=O)[O-])ccc1N/C=C/C(=O)c1cccs1	-6	0	x	-7	4	0.4	5	4	1	17
CCOC(=O)C(C)Sc1cnccn1 (centres undefined)	-2	-13	0	-3	13	-2.8	-4	-16	15	4
CC(C)c1ccc(NC(=S)NNC(=O)c2cccnc2)cc1	-6	-11	2	6	27	-0.8	4	20	-3	6

Part of the list above, with bars between the fields:
Structure | Anthrax LF inh2 | BoNT F protease | SSB-PriA inh | PrPC surface inh | VHR inh abs | BoNT-A LC inh2 | SARS 3CLpro inh | CCHF vOTU inh | Rv3671c inh | MazF activator
COc1cccc(C(=O)Nc2cccc(NC(=O)c3cccs3)c2)c1 | -2 | -7 | -11 | 0 | -8 | -1.9 | 0 | -4 | -18 | 21
COc1ccc(S(=O)(=O)c2snnc2C)cc1 | -6 | -30 | 2 | -5 | 26 | -2.1 | -5 | -6 | 5 | 7
COC(=O)C(Cc1ccc(O)cc1)NC(=O)CCc1nc2ccccc2s1 (centres undefined) | -3 | -2 | 1 | -2 | -36 | 0.9 | 2 | 10 | -3 | 7
COc1ccc(CC(=O)N2CCc3ccccc3C2)cc1 | -7 | -13 | 0 | 4 | -20 | -2.3 | 3 | 6 | x | 0
CCOc1ccc(NC(=O)C(CC)n2nc(C)c3c(C)n(-c4ccccc4)nc3c2=O)cc1 (centres undefined) | 0 | 2 | -11 | 1 | -12 | 0.1 | 3 | 13 | 11 | 13
O=C(NC(=S)NC1CCSC1=O)c1ccccc1F (centres undefined) | 6 | 19 | 6 | -1 | -4 | 1.6 | 1 | -15 | 3 | -5
CCOC1=C2CN(S(=O)(=O)c3ccc(C)cc3)[C@H](c3ccccc3)C[C@H]2[C@H]2C(=O)N(c3ccccc3)C(=O)[C@H]2C1 | -6 | 3 | x | 1 | x | -0.7 | x | -4 | x | x
